Screening results deposited in PubChem by several laboratories.
UTI89 phage lysis = inhibition of K1F phage lysis, E. coli UTI89, bacterial capsule biogenesis inhibitors, alamar blue (AID 488966) | hit rate 0.02% among 340,000 | inhibition, % at 100 µM, or IC50 in µM where a hit was titrated | E. coli UTI89 K1F phage lysis, alamar blue, 2 h; higher % means a stronger effect;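 active = phage lysis inhibition, versus mean bacterial control, above a set limit; inconclusive = no clear call, values can overlap the other calls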;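 note: capsule biogenesis inhibitors block K1F phage lysis so surviving cells raise fluorescence; higher fluorescence means more inhibition of phage lysis; actives were called in the ten point dose series up to 300 µM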
GPR55 beta-arrestin = GPR55 agonists via beta-arrestin recruitment, primary screen, imaging, U2OS cells, beta-arrestin-GFP redistribution (AID 1961); one-dose activation, % at 10 µM; EC50 in µM for titrated hits; hit rate 0.048% among 290,000; U2OS GPR55 beta-arrestin-GFP redistribution imaging; higher % means a stronger effect;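 active = activation above 40% with more than 50 cells counted in the well; inconclusive = wells holding fewer than 50 cells, flagged as toxic or sparse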;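 note: U2OS osteosarcoma cells stably expressing GPR55 and beta-arrestin-GFP; plate controls were DMSO negative control for no effect and LPI positive control for full effect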
NTR1 agonist = agonists of NTR1, primary screen, imaging, U2OS cells, beta-arrestin-GFP, high content (AID 493036) | NTR1-U2OS beta-arrestin-GFP spot imaging, agonist mode | P30989 | hit rate 0.17% among 330,000 | activation, % at 20 µM;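 active = activation at or above 40% of the spot to cytoplasm intensity ratio, with at least 20 cells analyzed; inconclusive = wells under 20 cells, flagged as cytotoxic or low count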;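 note: 0% = DMSO without peptide and 100% = 100 nM NTR1 peptide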
Target sequence (P30989 whole entry, looked up): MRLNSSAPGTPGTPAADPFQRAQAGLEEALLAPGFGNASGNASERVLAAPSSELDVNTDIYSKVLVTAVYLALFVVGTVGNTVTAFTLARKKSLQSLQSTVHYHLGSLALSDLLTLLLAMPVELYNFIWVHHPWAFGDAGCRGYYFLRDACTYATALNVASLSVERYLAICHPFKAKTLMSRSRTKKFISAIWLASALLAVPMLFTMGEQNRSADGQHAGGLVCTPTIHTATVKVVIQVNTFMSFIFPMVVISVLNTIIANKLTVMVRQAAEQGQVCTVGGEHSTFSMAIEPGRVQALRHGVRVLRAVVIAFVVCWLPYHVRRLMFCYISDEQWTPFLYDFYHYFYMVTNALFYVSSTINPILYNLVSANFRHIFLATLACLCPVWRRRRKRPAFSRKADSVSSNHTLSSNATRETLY
Dengue-2 NS5 capping = flavivirus cap methylation enzyme inhibition – biochemical, confirmation dose response, primary screen (AID 588689). Dengue-2 NS5 methyltransferase capping enzyme assay, biochemical; higher % means a stronger effect. inhibition, % at 25 µM; hits with a dose series show IC50 in µM. hit rate 0.3% among 340,000; in the data active = a potency from the dose series; inconclusive = inhibition above about 29% without an active follow-up result
Siah-1 displacement = Siah-1 peptide-binding antagonists, primary screen, biochemical, fluorescence polarization, rhodamine-plectin, uHTS (AID 1817). Siah-1 / rhodamine-plectin peptide fluorescence polarization; higher % means a stronger effect. one-dose displacement, % at 20 µM; IC50 in µM for titrated hits. hit rate 0.02% among 290,000;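 active = displacement of at least 50% at 20 µM, with a fluorescence ratio check between 0.3 and a set limit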;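 note: plate controls were Siah plus tracer with DMSO for no effect and tracer alone without Siah for full effect; strong numbers were not always called active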
GPR55 LPI antagonism = inhibition of LPI-stimulated GPR55 beta-arrestin translocation – imaging, U2OS, beta-arrestin-GFP, LPI agonist, primary screen (AID 2013); U2OS GPR55 beta-arrestin-GFP translocation imaging, LPI antagonism; higher % means a stronger effect; inhibition, % at 10 µM, or IC50 in µM where a hit was titrated; hit rate 0.13% among 290,000;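 active = spots per cell inhibited over 60%, with over 100 cells counted and total cytoplasm intensity under 500,000; inconclusive = wells with under 100 cells, flagged as likely toxic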;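 note: U2OS cells stably carrying GPR55 and arrestin-GFP stimulated by 5 µM LPI near EC80; imaged beta-arrestin-GFP aggregate spots per cell after agonist stimulation; plate controls were LPI-stimulated DMSO wells for no effect and DMSO wells without LPI for full effect; some results filed as inactive read as strong as hits; confirmed hits need IC50 under 10 µM and bright autofluorescent wells are also inconclusive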
GPR35 antagonists = GPR35 antagonists blocking zaprinast-driven arrestin recruitment, primary screen, imaging, U2OS, beta-arrestin-GFP, zaprinast agonist (AID 2058) | inhibition, % at 10 µM, or IC50 in µM where a hit was titrated | U2OS GPR35 beta-arrestin-GFP translocation imaging, zaprinast antagonism; higher % means a stronger effect | hit rate 0.052% among 290,000;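 active = inhibition of at least 50% with at least 30 cells and total cytoplasm GFP at most 10,000,000; inconclusive = under 30 cells or total GFP of 10,000,000 plus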
AID2073 = inhibitors of Mint1-CaV2.2 protein interaction, biochemical, HTRF (AID 2073); HTRF protein-protein interaction, Mint1-CaV2.2; higher % means a stronger effect; hit rate 0.19% among 290,000; inhibition, % at 20 µM; hits with a dose series show IC50 in µM; in the data active = inhibition mostly above about 51%, no sharp cut-off; inconclusive = no clear call, values can overlap the other calls; inactive = mostly below about 53%; note: some results filed as inactive read as strong as hits
HIV fusion peptide = cell-free HIV fusion peptide-binding blockers – biochemical, uHTS, fluorescence dequenching, primary screen (AID 1986) | cell-free peptide binding, fluorescence dequenching, 30 min; higher % means a stronger effect | inhibition, % at 20 µM, or IC50 in µM where a hit was titrated | hit rate 0.3% among 290,000; in the data active = inhibition mostly above about 52%, no sharp cut-off; inactive = mostly below about 76%; note: some results filed as inactive read as strong as hits
NTR1 agonist cell count 20 µM = further read-out of NTR1 agonist, marked with its call; cell count; measured here: cell count, cytotoxicity flag
Dengue-2 NS5 capping pilot replicate = recorded beside Dengue-2 NS5 capping, whose call it bears; inhibition, %; measured here: pilot screen replicate inhibition
* = called active by the depositor; ? = inconclusive; . = no result given; [ ] = another dose, or the depositor's remark. Compounds were not picked by outcome; about 1.2% have a hit in one of these screens.

The opening 2 compounds, ahead of the listing:
SMILES	UTI89 phage lysis	GPR55 beta-arrestin	NTR1 agonist	NTR1 agonist cell count 20 µM	Dengue-2 NS5 capping	Siah-1 displacement	GPR55 LPI antagonism	GPR35 antagonists	AID2073	HIV fusion peptide	others
CC1(C)CC(=O)c2cnc(N3CCN(c4ccccc4)CC3)nc2C1	0.4%	0.4%	3.2	53	-2%	-1%	-4%	-2%	-3%	-1.3%
Cc1ccc2cc(/C=N/Nc3nc4ccccc4[nH]3)c(Cl)nc2c1	0.3%	0.2%	.	.	-25%	-18%	-5%	-2%	0%	-2.0%

Results (from the top)
SMILES	UTI89 phage lysis	GPR55 beta-arrestin	NTR1 agonist	NTR1 agonist cell count 20 µM	Dengue-2 NS5 capping	Siah-1 displacement	GPR55 LPI antagonism	GPR35 antagonists	AID2073	HIV fusion peptide	others
CC1(C)CC(=O)c2cnc(N3CCN(c4ccccc4)CC3)nc2C1	0.4%	0.4%	3.2	53	-2%	-1%	-4%	-2%	-3%	-1.3%
Cc1ccc2cc(/C=N/Nc3nc4ccccc4[nH]3)c(Cl)nc2c1	0.3%	0.2%	.	.	-25%	-18%	-5%	-2%	0%	-2.0%
CCC1CCCCN1Cc1ccc(OC)c(OC)c1 (configuration not stated)	-0.7%	-0.2%	1.3	84	6%	-4%	3%	7%	8%	5.8%
Cc1cccc(OCCCC(=O)O)c1C	-0.2%	-0.2%	-0.6	66	-5%	0%	9%	-5%	-6%	-0.9%
Cc1ccc(NC(=O)C(C)Sc2nnc(-c3cccnc3)o2)cc1 (configuration not stated)	0.5%	-0.1%	0.8	83	3%	-1%	-12%	-5%	?	4.4%
CN1CC(=O)N(C)c2ncn(Cc3ccccc3)c2C1=O	-0.4%[50 µM]	0.2%	-0.4	65	-5%	-2%	8%	12%	2%	0.0%
CCOC(=O)C1CCCN(C2CCN(Cc3nc(-c4ccccc4)no3)CC2)C1 (configuration not stated)	0.0%	0.0%	0.4	74	-4%	0%	-16%	-1%	5%	0.3%
CC(C)Oc1ccccc1C1CC(=O)Nc2cc3c(cc21)OCO3 (configuration not stated)	-0.6%	0.0%	5.8	76	-1%	4%	19%	11%	-11%	0.9%
Cc1ccc2nsnc2c1NS(=O)(=O)c1c(C)ccc2nsnc12	0.1%	0.2%	-2.9	93	1%	2%	12%	29%	8%	-2.4%	Dengue-2 NS5 capping pilot replicate=-1.5
Cc1cccc(N2C(S)=C(C#N)C(=O)NC2c2cccs2)c1 (configuration not stated)	1.6%[50 µM]	0.2%	.	.	4%	-1%	17%	1%	15%	1.7%
CCOC(=O)C1(c2nc(N)cs2)COC(=O)C1 (configuration not stated)	-0.2%	-0.1%	2.8	83	-5%	8%	10%	-12%	-2%	1.9%
CC(C)(C)OC(=O)NN=C(c1ccc(O)cc1)c1ccc(O)cc1	-0.3%[50 µM]	0.8%	-0.5	50	0%	10%	-6%	5%	4%	-1.2%
COc1ccc(NC(=O)CCNS(=O)(=O)c2ccc(NC(C)=O)cc2)cc1Cl	0.7%	0.3%	0.4	41	-3%	-4%	3%	12%	6%	-1.0%
C[C@H](NC(=O)OC(C)(C)C)c1nnc(SCC(=O)Nc2cccc(Cl)c2)o1	0.2%	0.3%	-0.2	56	2%	4%	-3%	8%	-8%	0.4%
COc1cccc(NC(=O)c2ccccc2-c2ccccc2C(=O)O)c1	-0.4%	-0.2%	1.6	49	-10%	6%	2%	10%	2%	1.7%
Cc1cc(C(=O)OCC(=O)NCCC(C)C)c2ccccc2n1	1.8%	-0.1%	-0.4	63	5%	0%	-12%	-17%	2%	-1.3%
COc1cc(NC(=O)CNC(c2ccccc2)c2ccccc2)cc(OC)c1OC	-0.2%	-0.1%	1.8	90	-10%	3%	1%	-1%	2%	1.6%
O=C(O)CCSc1nnc(SCC(=O)NCC(F)(F)F)s1	11%	0.9%	-0.2	56	-10%	6%	5%	-3%	-8%	-1.3%
O=C(CCNC(=O)c1ccc([N+](=O)[O-])cc1)Nc1ccc(N2CCOCC2)cc1N1CCOCC1	-0.4%	1.0%	-0.5	41	-12%	13%	8%	-3%	-7%	-1.4%
Nc1cccc2c1C(=O)N(CCOc1ccccc1F)C2=O	-0.3%	-0.2%	2.1	44	14%	5%	11%	-2%	28%	6.1%
CCOc1ccccc1NC(=O)C(OC(=O)c1ccc(CC)cc1)c1ccccc1 (configuration not stated)	1.6%	-0.2%	0.4	81	0%	0%	-11%	-12%	-1%	-1.4%
Cc1cc(C(=O)O)c2ccccc2n1	1.2%[50 µM]	0.0%	0.2	55	-1%	-1%	-2%	6%	-8%	4.1%
COc1ccc(CCNC(=O)C(=O)NN=C2CCCCCCC2)cc1OC	1.0%	-0.1%	-0.6	53	2%	12%	1%	13%	12%	-0.8%
NC(=O)c1ccccc1N=Cc1ccccn1	-0.1%	0.3%	0.5	59	-3%	-1%	11%	5%	12%	-2.7%	Dengue-2 NS5 capping pilot replicate=-4.0
CC(=O)c1cccc(NC(=O)N[C@@H](CC(C)C)C(=O)O)c1	-1.9%	0.3%	-0.9	62	-1%	4%	0%	-11%	1%	0.5%
COc1ccc(C(=O)NCCCCCCNC(=O)c2ccc(OC)cc2)cc1	0.4%[50 µM]	-0.1%	1.5	88	-5%	-4%	4%	-4%	27%	1.4%
CCN(CC)S(=O)(=O)c1ccc2oc(Nc3ccc(OC)cc3OC)nc2c1	2.9%	0.0%	4.3	36	1%	-3%	-3%	8%	11%	1.4%
Cc1cccc(N(Cc2ccc(Cl)cc2)S(C)(=O)=O)c1	-0.7%	-0.1%	1.9	54	11%	-2%	-3%	-12%	3%	0.1%
O=C(NCCCCc1ccccc1)C12CN(Cc3ccccc3)CC1C(c1cccc([N+](=O)[O-])c1)=NO2 (configuration not stated)	-0.3%	0.3%	-0.6	87	1%	-3%	13%	18%	16%	-1.1%
COc1ccc(/C=N/NC(=O)c2cccc(C(F)(F)F)c2)cc1	0.1%	-0.3%	-0.8	62	0%	-2%	13%	-11%	2%	1.3%
O=c1[nH]c2c(s1)C(c1ccc(O)cc1)C1C3CCC(C3)C1S2 (configuration not stated)	-2.0%	0.3%	1.0	87	-1%	3%	8%	0%	-13%	15%
CN(C)S(=O)(=O)c1ccc(Cl)c(NC(=O)CSc2nc3c(cc2C#N)C(=O)CC(C)(C)C3)c1	1.4%[50 µM]	-0.2%	1.9	47	-3%	-8%	1%	-10%	-6%	0.0%
CC(=O)N(c1ccc2oc(=O)sc2c1)S(=O)(=O)c1ccc(C)cc1	-0.3%	0.2%	-0.2	36	-2%	-6%	0%	6%	-7%	-2.0%
O=[N+]1C2=C(CCCC2)N([O-])C12CCCC2	0.3%	0.1%	-0.9	41	-1%	0%	-4%	5%	8%	-1.2%
O=C(CSc1nccc(=O)[nH]1)c1c[nH]c2ccccc12	1.0%[50 µM]	0.0%	-0.5	47	0%	-5%	-14%	16%	-12%	15%
O=C(CCCc1nc(-c2ccc(Cl)cc2)no1)NCC1CCCO1 (configuration not stated)	-0.2%	0.0%	3.3	41	2%	-1%	-6%	-2%	4%	-0.4%
Cc1nn(CC(=O)Nc2ccccc2C(F)(F)F)c(=O)c2cccn12	-0.4%	-0.3%	-0.3	42	-11%	-4%	-1%	-6%	12%	3.5%
COc1ccc(Cl)cc1NC(=O)CSc1ncnc2c1oc1ccccc12	0.3%	-0.2%	-1.9	59	2%	4%	-8%	-13%	-1%	-1.1%
O=C1C(=O)N(CCS(=O)(=O)c2ccccc2)c2ccc(Cl)cc21	0.4%	0.3%	1.8	59	-19%	4%	-11%	9%	10%	2.8%
COc1ccccc1NC(=O)NNC(=O)c1cc2ccccc2cc1O	0.0%	-0.1%	0.0	62	63%	16%	10%	5%	21%	17%

Retrieved by structure from the entries so far (two):
SMILES	UTI89 phage lysis	GPR55 beta-arrestin	NTR1 agonist	NTR1 agonist cell count 20 µM	Dengue-2 NS5 capping	Siah-1 displacement	GPR55 LPI antagonism	GPR35 antagonists	AID2073	HIV fusion peptide	others
O=[N+]1C2=C(CCCC2)N([O-])C12CCCC2	0.3%	0.1%	-0.9	41	-1%	0%	-4%	5%	8%	-1.2%
CN(C)S(=O)(=O)c1ccc(Cl)c(NC(=O)CSc2nc3c(cc2C#N)C(=O)CC(C)(C)C3)c1	1.4%[50 µM]	-0.2%	1.9	47	-3%	-8%	1%	-10%	-6%	0.0%

The listing picks up, repeating the four entries before the break.
SMILES	UTI89 phage lysis	GPR55 beta-arrestin	NTR1 agonist	NTR1 agonist cell count 20 µM	Dengue-2 NS5 capping	Siah-1 displacement	GPR55 LPI antagonism	GPR35 antagonists	AID2073	HIV fusion peptide	others
Cc1nn(CC(=O)Nc2ccccc2C(F)(F)F)c(=O)c2cccn12	-0.4%	-0.3%	-0.3	42	-11%	-4%	-1%	-6%	12%	3.5%
COc1ccc(Cl)cc1NC(=O)CSc1ncnc2c1oc1ccccc12	0.3%	-0.2%	-1.9	59	2%	4%	-8%	-13%	-1%	-1.1%
O=C1C(=O)N(CCS(=O)(=O)c2ccccc2)c2ccc(Cl)cc21	0.4%	0.3%	1.8	59	-19%	4%	-11%	9%	10%	2.8%
COc1ccccc1NC(=O)NNC(=O)c1cc2ccccc2cc1O	0.0%	-0.1%	0.0	62	63%	16%	10%	5%	21%	17%
CC(CNC(=O)C(C)C)NC(=O)C(C)C (configuration not stated)	0.3%	0.5%	37	78	7%	5%	-9%	-6%	0%	-0.9%
O=C(OCCN1CCCCC1)c1cccc(F)c1	0.2%	-0.2%	-0.4	66	-1%	2%	6%	7%	-3%	-0.7%	Dengue-2 NS5 capping pilot replicate=-4.0
CCCN(CC(=O)Nc1ccccc1OC)C(C)C(=O)NC(C)CCc1ccccc1 (configuration not stated)	-0.1%	-0.2%	1.9	48	-14%	-2%	-2%	3%	7%	1.7%
Cn1ccnc1SCC(=O)c1ccc([N+](=O)[O-])cc1	-0.2%	-0.1%	-0.2	48	-4%	1%	-3%	-8%	41%	2.4%
